# Yp Topo-I inh = blocks Yersinia pestis topoisomerase I activity; hit rate 0.064% among 360,000; Y. pestis Topo-I cleavage product accumulation, plate reader; activity, % at 10 µM; in the data active = activity above about 50%, passing the limit was not always enough; inconclusive = no clear call, values can overlap the other calls; note: inactives centre near 2
# PrPC surface inh = cell surface PrPC inhibition, primary TR-FRET screen; hit rate 0.43% among 370,000; P04156; TR-FRET read-out; inhibition, % at 13.8 µM; in the data active = inhibition above about 24%; note: 0% = median of the test wells and 100% = reference compound wells
# BoNT A protease = blocks Botulinum neurotoxin A light chain protease | multiplex microsphere protease substrate cleavage, flow cytometry | inhibition, % at 10 µM | hit rate 0.17% among 360,000 | AID 588499; note: plate controls were buffer without enzyme for full effect and enzyme alone for no effect
# Anthrax LF inh2 = inhibitors of Bacillus anthracis lethal factor protease; multiplex microsphere protease cleavage assay, LF; inhibition, % at 10 µM; hit rate 0.12% among 360,000; AID 588501; note: plate controls were buffer without enzyme for full effect and enzyme alone for no effect
# Target sequence (P15917 whole entry, looked up): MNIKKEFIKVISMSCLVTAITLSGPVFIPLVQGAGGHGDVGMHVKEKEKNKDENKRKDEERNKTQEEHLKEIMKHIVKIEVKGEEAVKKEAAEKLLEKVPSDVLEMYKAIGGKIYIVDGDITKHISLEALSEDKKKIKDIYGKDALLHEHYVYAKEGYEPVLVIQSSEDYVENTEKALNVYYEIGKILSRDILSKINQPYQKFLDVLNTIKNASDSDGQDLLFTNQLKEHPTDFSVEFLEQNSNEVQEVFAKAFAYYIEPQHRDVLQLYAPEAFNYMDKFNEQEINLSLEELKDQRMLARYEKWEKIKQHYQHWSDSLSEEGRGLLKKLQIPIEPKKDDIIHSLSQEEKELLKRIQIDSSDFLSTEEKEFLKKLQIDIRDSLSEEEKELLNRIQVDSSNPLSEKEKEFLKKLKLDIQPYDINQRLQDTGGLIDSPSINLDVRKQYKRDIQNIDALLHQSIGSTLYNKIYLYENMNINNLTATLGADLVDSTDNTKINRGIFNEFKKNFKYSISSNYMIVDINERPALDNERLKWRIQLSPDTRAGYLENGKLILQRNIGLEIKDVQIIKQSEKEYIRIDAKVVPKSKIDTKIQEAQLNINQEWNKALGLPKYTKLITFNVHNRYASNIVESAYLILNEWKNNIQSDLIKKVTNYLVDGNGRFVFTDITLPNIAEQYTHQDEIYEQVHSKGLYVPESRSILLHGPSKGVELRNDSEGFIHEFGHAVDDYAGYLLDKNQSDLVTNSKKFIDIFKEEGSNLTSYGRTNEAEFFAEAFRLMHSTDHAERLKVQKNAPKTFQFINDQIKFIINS
# TcdB GH inh = blocks C. difficile toxin B glycohydrolase activity | P18177 | TcdB glycohydrolase enzymatic assay, plate reader | hit rate 0.24% among 350,000 | inhibition, % at 9.99 µM; in the data active = inhibition above about 10%
# BH1578 lux ind = quorum light induction in luxS cqsA deficient V. cholerae. V. cholerae BH1578 lux reporter, luminescence, 6 h. activation, % at 18.7 µM. hit rate 0.16% among 350,000. AID 588436; in the data active = activation mostly above about 9.7%, no sharp cut-off; inconclusive = no clear call, values can overlap the other calls; inactive = mostly below about 3.7%; note: not every result past the cut was called active; inactives centre near 0; reference of the scale not given here
# 3CLpro inhibitor = SARS-CoV 3CLpro protease inhibition; P0C6X7; recombinant SARS-CoV 3CLpro, quenched FRET peptide cleavage; inhibition, % at 6 µM; hit rate 0.14% among 290,000; in the data active = inhibition above about 12%
# PfHsp40 rescue = compounds rescuing yeast from Plasmodium falciparum HSP40 toxicity. growth rescue, % at 12.5 µM. hit rate 0.68% among 340,000. S. cerevisiae expressing PfHsp40, growth rescue, ATP luminescence; in the data active = growth rescue above about 28%, passing the limit was not always enough; inconclusive = no clear call, values can overlap the other calls;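 note: yeast W303a lacking pdr1 and pdr3 grown in galactose medium; growth measured after three days at 30 °C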
# SSB-PriA inh = blocks PriA binding to SSB C-terminal tail; AlphaScreen SSBct-PriA binding, biotinylated peptide; inhibition, % at 33 µM; hit rate 0.6% among 430,000; AID 1272365; in the data active = inhibition mostly above about 37%, no sharp cut-off; inactive = mostly below about 20%;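 note: plate controls were negative control peptide for no effect and reference peptide for full effect; strong numbers were not always called active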
# Numbers without * were called inactive; i = inactive; ? = inconclusive; / = no result given. Cut-off read from the data, not from the text of the source, unless noted: active = inhibition above about 30%; inconclusive = no clear call, values can overlap the other calls; inactive = below that. These rows are one share of the data; the hit share may differ from the screen's.
Molecule | Yp Topo-I inh | PrPC surface inh | BoNT A protease | Anthrax LF inh2 | TcdB GH inh | BH1578 lux ind | 3CLpro inhibitor | PfHsp40 rescue | SSB-PriA inh
CC1=C(C)C(=O)OC(C(C)C2CCC3C4CC=C5CC(OC6OC(COC7OC(CO)C(O)C(O)C7O)C(O)C(O)C6O)CC(O)C5(C)C4CCC23C)C1 (stereo unspecified) | 27 | 5 | -0.6 | 7 | -6.3 | -0.6 | -1 | -1.3 | 4
COc1cc(CCC(=O)OCC(=O)Nc2ccc3c(c2)OCO3)cc(OC)c1OC | -6 | 1 | 4.4 | 17 | 2.8 | -0.2 | -2 | -1.9 | -6
Cc1cc(C)c(NC(=O)CNC(=O)CN2C(=O)NC3(CCCc4ccccc43)C2=O)c(C)c1 (stereo unspecified) | -8 | -8 | -3.8 | -1 | 0.4 | -7.1 | / | 0.2 | -6
CC(Oc1ccc(F)cc1)C(=O)Nc1cccc(S(=O)(=O)N(C)c2ccccc2)c1 (stereo unspecified) | 21 | 5 | -0.5 | -6 | 0.6 | -1.2 | / | / | /
COc1ccc(NC(=O)COC(=O)CCc2ccc(S(=O)(=O)N3CCOCC3)cc2)cc1Cl | 20 | -1 | 0.6 | -3 | 1.2 | i | / | -0.5 | -6
O=C(CNC(=O)N1CC(=O)Nc2ccccc21)Nc1ccc(Cl)cc1Cl | -1 | 5 | -0.2 | 0 | -6.9 | -0.7 | / | / | /
CCC(C)NC(=O)C1CCN(S(=O)(=O)c2ccc(OC)cc2)CC1 (stereo unspecified) | 5 | 5 | -0.4 | 1 | / | -0.4 | 1 | -0.7 | 6
COc1ccccc1N1CCc2c(C)nc3c(OC)cccc3c21 | 5 | / | -1.6 | 1 | / | -1.0 | 0 | -0.9 | -10
COc1cc(Cl)ccc1OCc1cc(C(=O)NC2CCc3ccccc32)no1 (stereo unspecified) | 3 | -7 | 5.8 | 1 | 1.5 | -0.8 | -6 | -0.8 | -8
Cc1nn(Cc2ccc([N+](=O)[O-])cc2)c(=O)n1N(C)c1ncc(C(F)(F)F)cc1Cl | -1 | -6 | 0.2 | -4 | / | -0.6 | 0 | 0.8 | 3
COc1cccc(C(=O)N/N=C(/CCC(=O)O)c2ccccc2)c1 | -5 | 5 | -0.4 | -1 | -1.2 | -0.2 | 6 | 0.7 | /
CCOc1ccc(NC(=O)CN(C)C(=O)c2cc(-c3ccc(OC)cc3)nc3ccccc23)cc1OCC | 13 | -6 | -0.6 | 5 | -1.1 | i | / | 18 | 10
COc1cc2ccc(=O)oc2cc1OCC(O)C(C)(C)O (stereo unspecified) | 2 | -5 | -0.2 | 4 | 2.1 | -0.3 | / | -0.9 | -19
O=C(COC(=O)c1ccc2c(c1)OCCO2)NCCc1ccccc1 | 5 | 3 | -0.5 | -1 | 0.9 | -7.1 | / | 0.8 | 1
CS(=O)(=O)N(CC(=O)Nc1cccc([N+](=O)[O-])c1)c1ccccc1F | 11 | -18 | -0.1 | -1 | -0.4 | -0.4 | 8 | -0.1 | -3
CCOC(=O)c1ccc(NC(=O)Oc2cc(C)c(Cl)cc2C(C)C)cc1 | 2 | 2 | -2.3 | -9 | 0.4 | i | 1 | 0.8 | -7
CN(CC(=O)Nc1ccccc1C(=O)NC1CC1)Cc1ccccc1F | 11 | -5 | -0.2 | -2 | 3.3 | i | / | 0.5 | -17
CCc1cc(=O)oc2cc(C)cc(OCC(=O)NCc3ccccn3)c12 | 1 | 11 | 0.8 | -3 | 0.8 | -0.4 | -6 | -1.1 | -11
Cc1cccc(CC(C)NC(=O)c2cc(COc3ccc(F)cc3F)on2)n1 (stereo unspecified) | 20 | 4 | -1.6 | -3 | -0.2 | 0.1 | -1 | 0.4 | -10
CCCS(=O)(=O)N1CCN=C1SCc1cccc(F)c1 | -7 | -1 | 2.2 | 0 | 2.2 | -1.1 | -2 | 0.9 | -12
Cc1ccc(C(=O)OCC(=O)c2ccc(Cl)s2)s1 | 3 | 5 | -0.4 | 2 | / | i | -1 | 1.4 | -14
CCCNC(=O)C1CC(=O)N(c2ccc(OCC)cc2)C1 (stereo unspecified) | 11 | 6 | -0.8 | -1 | 11* | -0.3 | -1 | 1.2 | -15
CC1CCN(S(=O)(=O)c2ccc(NC(=O)Cc3ccccc3)cc2)CC1 | 12 | 11 | -0.9 | -3 | -0.9 | i | 5 | 8.7 | -12
CCOc1ccc(CCNC(=O)COC(=O)Cn2nc(C)c([N+](=O)[O-])c2C)cc1OCC | -7 | -3 | -0.4 | 1 | 3.9 | i | / | -0.4 | -5
CCCNC(=O)c1ccccc1NC(=O)c1ccccc1SC | 7 | 9 | -0.1 | 0 | -0.4 | -0.2 | -5 | -1.0 | -9

# A section from the list above:
Molecule | Yp Topo-I inh | PrPC surface inh | BoNT A protease | Anthrax LF inh2 | TcdB GH inh | BH1578 lux ind | 3CLpro inhibitor | PfHsp40 rescue | SSB-PriA inh
Cc1cccc(CC(C)NC(=O)c2cc(COc3ccc(F)cc3F)on2)n1 (stereo unspecified) | 20 | 4 | -1.6 | -3 | -0.2 | 0.1 | -1 | 0.4 | -10
CCCS(=O)(=O)N1CCN=C1SCc1cccc(F)c1 | -7 | -1 | 2.2 | 0 | 2.2 | -1.1 | -2 | 0.9 | -12
Cc1ccc(C(=O)OCC(=O)c2ccc(Cl)s2)s1 | 3 | 5 | -0.4 | 2 | / | i | -1 | 1.4 | -14
CCCNC(=O)C1CC(=O)N(c2ccc(OCC)cc2)C1 (stereo unspecified) | 11 | 6 | -0.8 | -1 | 11* | -0.3 | -1 | 1.2 | -15

# (further entries)
Structure	Yp Topo-I inh	PrPC surface inh	BoNT A protease	Anthrax LF inh2	TcdB GH inh	BH1578 lux ind	3CLpro inhibitor	PfHsp40 rescue	SSB-PriA inh
COc1ccc(COc2cc(-c3cccc(OC)c3)nc3ccc(NC(=O)c4ccc(N(C)C)cc4)cc23)cc1	1	/	0.2	5	/	i	-9	-0.7	2
Cc1cc(C)nc(/N=C2\NC(=O)CC(C(=O)O)N2CCc2c[nH]c3ccccc23)n1 (stereo unspecified)	10	2	-1.7	-11	-0.4	-0.4	6	-1.2	/
O=C(c1ccccc1F)N1CCN(c2cnn(-c3cccc(Cl)c3)c(=O)c2Cl)CC1	34	6	0.0	4	-4.5	-0.6	-1	-1.2	-21
O=C(CSc1nc2ccccc2n1S(=O)(=O)c1ccccc1)N1CCCC1	-1	-1	0.7	0	1.0	i	4	-0.4	-4
COc1ccc(-c2csc(NC(=O)c3ccc(N4C(=O)CCC4=O)cc3)n2)cc1	-1	3	0.2	4	1.5	-0.9	-6	-0.6	-8
COCc1[nH]c(=S)[nH]c(=O)c1C	5	8	-2.9	1	0.3	0.2	-5	-0.4	-9
Cc1ccc(S(=O)(=O)C2(C(=O)N3CCCC(C)C3)CC2)cc1 (stereo unspecified)	0	/	-0.3	-2	0.1	-0.3	3	1.1	-19
Cc1ccc(C(=O)Cn2ncsc2=N)cc1	3	-1	0.3	-4	/	-0.4	4	0.4	3
O=C(COc1ccccc1[N+](=O)[O-])Nc1ccc2c(c1)CCC2	0	-4	-0.2	2	-5.2	i	/	2.0	12
CCOC(=O)C(CC)n1cnc2c(nnn2-c2cccc(OC)c2)c1=O (stereo unspecified)	3	-1	-2.8	-4	-1.3	-5.6	-9	-1.0	-10
CCCCn1c(CN2CCN(c3ccc(F)cc3)CC2)nc2c1c(=O)n(C)c(=O)n2C	17	2	-0.4	-2	0.3	-0.4	-1	5.1	4
CCOC(=O)c1c[nH]c(=S)n1C	4	-2	0.5	-7	2.2	-0.3	6	-0.9	-12
COc1cccc(C(=O)NC(=S)Nc2ccccc2N2CCCCC2)c1	10	3	?	-2	1.1	-0.3	-5	0.0	4
CCN1C(=O)c2ccccc2S(=O)(=O)c2ccc(C(=O)N3CCOCC3)cc21	7	0	-0.1	0	0.0	-0.2	0	0.4	-9
O=C(O)CSC(C(=O)Nc1ccc(Br)cc1)c1ccccc1 (stereo unspecified)	2	-4	0.5	0	1.2	-0.3	0	-0.6	-8
COc1ccc(C2N(c3ccc(Cl)cc3)C(=O)C3CCCN32)cc1 (stereo unspecified)	1	2	-0.1	-7	0.4	0.9	6	-0.4	-11
Fc1ccc(NCc2ccccc2F)cc1Cl	9	7	-1.5	-3	0.2	i	4	-0.6	-67
CCN(CC)c1ccc(C=N/C(C#N)=C(\N)C#N)cc1	3	2	3.5	-4	/	i	1	1.5	3
CC(C)C[C@H]1CN(CCCC[C@H]2CNC(=O)C(=O)N2CC2CCCCC2)C(=O)C(=O)N1CCc1ccccc1	/	8	1.1	-1	0.9	/	/	/	/
C/C(=C\c1cccc(Br)c1)C(=O)c1c(C)cc(C)[nH]c1=O	5	0	0.1	-11	4.9	-1.4	1	-2.4	2
CCCCC(=O)NC(=S)NNC(=O)c1ccc(OC)cc1	7	1	-1.4	-1	0.3	2.8	1	4.7	-1
Cc1ccc2nc3c(c(Nc4ccc(O)cc4)c2c1)CCC3	-8	-1	-0.8	0	-4.1	5.6	-1	0.2	-8
Cc1cccc(-c2ocnc2C(=O)Nc2ccccc2NC(=O)c2ccccn2)c1	5	-10	0.7	14	1.5	i	-5	1.1	-5
Cc1cccc(OCC(=O)Nc2ccc(S(=O)(=O)Nc3cc(C)nc(C)n3)cc2)c1	12	7	0.4	-1	0.6	-0.5	0	1.1	0
Cc1ccc(S(=O)(=O)C2(C(=O)NCCc3ccccc3)CC2)cc1	3	4	-3.6	-14	1.5	i	-1	0.6	4

# Single records (already shown):
# Profile of `O=C(CSc1nc2ccccc2n1S(=O)(=O)c1ccccc1)N1CCCC1` : Yp Topo-I inh: -1; PrPC surface inh: -1; BoNT A protease: 0.7; Anthrax LF inh2: 0; TcdB GH inh: 1.0; BH1578 lux ind: i; 3CLpro inhibitor: 4; PfHsp40 rescue: -0.4; SSB-PriA inh: -4
# Profile of `COc1cccc(C(=O)NC(=S)Nc2ccccc2N2CCCCC2)c1` : Yp Topo-I inh: 10; PrPC surface inh: 3; BoNT A protease: ?; Anthrax LF inh2: -2; TcdB GH inh: 1.1; BH1578 lux ind: -0.3; 3CLpro inhibitor: -5; PfHsp40 rescue: 0.0; SSB-PriA inh: 4
# Profile of `COc1ccc(C2N(c3ccc(Cl)cc3)C(=O)C3CCCN32)cc1` (stereo unspecified) : Yp Topo-I inh: 1; PrPC surface inh: 2; BoNT A protease: -0.1; Anthrax LF inh2: -7; TcdB GH inh: 0.4; BH1578 lux ind: 0.9; 3CLpro inhibitor: 6; PfHsp40 rescue: -0.4; SSB-PriA inh: -11
